Screening results from PubChem BioAssay.
D1 PAM = human D1 dopamine receptor positive modulation. potentiation, % at 10 µM. P21728. HEK293 TREx D1 cells, calcium flux, dopamine EC20 potentiation. actives 0.036% (n = 360,000). AID 504651; in the data active = potentiation above about 30%; also: 0% is about no effect
Target sequence (P21728 whole entry, looked up): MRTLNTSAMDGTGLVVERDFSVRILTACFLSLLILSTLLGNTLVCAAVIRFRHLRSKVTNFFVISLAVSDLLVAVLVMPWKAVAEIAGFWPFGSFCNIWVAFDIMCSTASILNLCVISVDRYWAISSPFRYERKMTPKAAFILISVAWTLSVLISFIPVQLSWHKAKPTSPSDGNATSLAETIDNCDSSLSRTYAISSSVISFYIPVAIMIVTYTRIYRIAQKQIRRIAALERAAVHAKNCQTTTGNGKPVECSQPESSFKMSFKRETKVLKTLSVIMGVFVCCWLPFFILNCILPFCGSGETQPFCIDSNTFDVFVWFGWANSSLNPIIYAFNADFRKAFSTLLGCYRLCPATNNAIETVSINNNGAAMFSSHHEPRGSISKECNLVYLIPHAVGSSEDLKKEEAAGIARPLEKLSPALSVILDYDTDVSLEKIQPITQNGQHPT
Vif-APOBEC3G blk = blocks the Vif interaction with human APOBEC3G; HeLa A3G-eYFP + Vif (tagged APOBEC3G with the HIV-1 protein that degrades it), YFP fluorescence, overnight; Potency, µM (doses to about 46.1 µM), for inactives: top-dose activity, negative = active, usual class: inhibitors; actives 0.076% (n = 410,000);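 also: potency is read from the fitted curve at half-maximal effect; % is scaled to controls: 0 for no effect and ±100 for the full control effect; nearly all actives have a fitted effect of over 60% in size; hits raise eYFP signal because A3G escapes Vif-driven loss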
Target sequence (Q9HC16 whole entry, looked up): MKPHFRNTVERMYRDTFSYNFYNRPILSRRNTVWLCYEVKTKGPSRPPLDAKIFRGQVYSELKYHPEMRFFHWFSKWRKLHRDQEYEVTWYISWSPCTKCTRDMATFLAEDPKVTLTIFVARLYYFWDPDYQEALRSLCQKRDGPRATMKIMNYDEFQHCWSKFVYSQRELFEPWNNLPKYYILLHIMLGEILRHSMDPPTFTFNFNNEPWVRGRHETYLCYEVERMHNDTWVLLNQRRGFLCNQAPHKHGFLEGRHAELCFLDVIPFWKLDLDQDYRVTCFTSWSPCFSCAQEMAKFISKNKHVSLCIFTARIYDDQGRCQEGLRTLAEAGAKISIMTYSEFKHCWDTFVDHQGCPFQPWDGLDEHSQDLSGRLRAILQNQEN
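HeLa cells stably expressing Vif and C-terminally eYFP-tagged A3G, seeded overnight at 37 deg C, then exposed to compound by pintool overnight at 37 deg C. Rise in yellow fluorescence (Ex 488/Em 500-530, Acumen) marks blocked Vif-driven A3G degradation.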
D2 PAM = D2 dopamine receptor (human) potentiation; actives 0.34% (n = 340,000); potentiation, % at 10 µM; HEK293 T-REx D2, calcium flux, EC20 dopamine potentiation; AID 485347;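 active = potentiation over 3 SD above the plate norm, cut at about 30% in these data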; also: 0% is about no effect
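Primary screen. Calcium kinetics in induced HEK293 T-REx D2 cells: compound pre-addition 180 s, EC20 dopamine, 180 s more.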
Vif-APOBEC3F blk = inhibitors of Vif-A3F interaction; HeLa A3F-eYFP + Vif (tagged APOBEC3F with the HIV-1 protein that degrades it), YFP fluorescence increase; Potency, µM (top dose mostly 46.1 µM), inactives show top-dose activity, negative = active; actives 0.2% (n = 390,000); AID 602313; also: potency is read from the fitted curve at half-maximal effect; % of control where 0% means no effect; nearly all actives have a fitted effect of over 65% in size
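HeLa cells stably expressing Vif plus C-terminally eYFP-tagged A3F were seeded, incubated overnight at 37 deg C, dosed with compound, incubated overnight again at 37 deg C. Yellow fluorescence (Ex 488/Em 500-530) reported blocked Vif-mediated A3F-eYFP degradation.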
RXFP1 agonist = RXFP1 (human) receptor agonism; HEK293T-RXFP1 cAMP TR-FRET, 30 min; response scale: percent of porcine relaxin response, buffer zero; Potency, µM (titrated, usually from 57.5 µM), without a hit: top-dose activation, hits mostly activators; actives 0.3% (n = 370,000); AID 2676; also: potency is read from the fitted curve at half-maximal effect; % is scaled to controls: 0 for no effect and ±100 for the full control effect; nearly all actives have a fitted effect of over 60% in size; many of its hits are not listed in these tables
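HEK293T cells stably expressing RXFP1 were pretreated with the PDE4 inhibitor Ro 20174, exposed to compounds for 30 min at 37C, lysed, and cAMP was read by TR-FRET. Data normalized to buffer (basal) and 29 nM porcine relaxin (100%).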
D1 agonist = human D1 receptor agonism | HEK293 T-REx D1 cells, calcium flux, agonist mode | P21728 | actives 1% (n = 360,000) | activation, % at 2 µM; in the data active = activation above about 30%; also: 0% is about no effect
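Inducible HEK293 T-REx D1 cells, force-coupled to calcium signalling, were plated at 4000 cells/well with tetracycline and held overnight at 30 C. After no-wash calcium dye loading, compound-evoked calcium rise over 180 s flagged agonists.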
GRP78 ERSR act = ER stress response induction in glioma. AID 602332. actives 0.02% (n = 420,000). Potency, µM, without a hit: top-dose activation, usual class: activators. U87-MG GRP78 promoter luciferase reporter, 16 h; also: potency is read from the fitted curve at half-maximal effect; series mostly up to about 76 µM; % of control where 0% means no effect; nearly all actives have a fitted effect of over 35% in size
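Stably transfected U87-MG human glioma cells carrying a GRP78-based luminescent sensor were seeded at 1000 cells/well, pin-dosed with compounds and incubated 16 h. Luciferase reagent was then added, and end-point luminescence was read after 10 min at room temperature.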
RXFP1 antag = RXFP1 (human) relaxin receptor antagonism | HEK293-RXFP1, relaxin-stimulated cAMP HTRF, 30 min; active compounds read low | activity change, negative = inhibition, % at 57.5 µM | actives 0.59% (n = 350,000);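 active = activity change of -60% or lower, but not beyond a set lower limit; inconclusive = change between -60% and -40%, or beyond the set limit; inactive = change above -40%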; also: % is scaled to controls: 0 for no effect and ±100 for the full control effect
D1 antag = human D1 dopamine receptor antagonism | P21728 | HEK293 TREx D1 cells, calcium flux, dopamine EC80; active compounds read low | activity change, negative = inhibition, % at 10 µM | actives 3.2% (n = 360,000); in the data active = activity change below about -30%; also: % is scaled to controls: 0 for no effect and ±100 for the full control effect
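After overnight tetracycline induction at 30 C, force-coupled D1 HEK293 cells took up a no-wash calcium dye at room temperature. Compounds were added and monitored 180 s, and the response to EC80 dopamine was then recorded.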
An asterisk follows results filed as active; ? = inconclusive; nt = no result given; & = joins results of further samples. Unless noted, calls follow the shape of the dose curve; as a rule, active = well fitted curve in the direction sought with a large enough effect; inconclusive = small, poorly fitted or top-dose-only effect, or another doubt; inactive = no such curve, though single readings can be large; an effect the other way counts as inactive or inconclusive. Only part of the results is shown; count on the stated rates, not on these rows.

SMILES	D1 PAM	Vif-APOBEC3G blk	D2 PAM	Vif-APOBEC3F blk	RXFP1 agonist	D1 agonist	GRP78 ERSR act	RXFP1 antag	D1 antag
CC(C)CN(C(=O)CN1CCN(c2ccc([N+](=O)[O-])cc2)CC1)c1c(N)n(CC(C)C)c(=O)[nH]c1=O	-2	2%	1	-23%	1.6%	1	-2%	6	-1
COc1ccc(NC(=O)C(C)NS(=O)(=O)c2ccc(NC(C)=O)cc2)cc1Cl (configuration not stated)	-5	-3%	10	-7%	-0.5%	-1	0%	-13	-2
COCC(C)NC(C(=O)Nc1ccc(Cl)c([N+](=O)[O-])c1)c1ccccc1 (configuration not stated)	-4	1%	13	-4%	0.3%	0	-3%	-4	-25
COc1ccc(-n2nnc3c(=O)n(CC(=O)NCC4CCCO4)cnc32)cc1 (configuration not stated)	-1	2%	6	1%	11µM*	3	-4%	4	-3
CC(Sc1nc(-c2ccccc2)cc(C(F)(F)F)n1)C(=O)Nc1ccc2c(c1)OCO2 (configuration not stated)	-3	-1%	-6	2%	0.3%	3	3%	1	-3
CC(=O)c1ccc(N2CCN(S(=O)(=O)c3ccc4c(c3)CC(C)N4C(=O)C3CC3)CC2)cc1 (configuration not stated)	-6	1%	6	-9%	17%	6	-2%	19	-6
COc1cccc([C@H](O)Cn2cc(-c3ccc(CON=C(C)C)cc3)nn2)c1	-7	nt	-2	nt	-0.1%	1	-2%	nt	4
O=C(CN(Cc1ccco1)C(=O)Cn1nnc(-c2cccs2)n1)NCc1ccccc1	0	-7%	4	-1%	4.1%	6	-4%	-2	-14
COCCNC(=O)c1cccc(OC2CCN(Cc3ccc(Cl)c(F)c3)CC2)c1	-9	0%	-9	-4%	0.7%	3	-3%	-19	-16
CCNC(=O)Nc1cc(OC)c(OC)cc1C(=O)O	5	3%	-11	1%	-1.2%	5	15%	-1	-2
CCn1cc(C(=O)NCc2ccc(C)cc2)c(=O)c2cc(S(=O)(=O)N(C)C)ccc21	4	2%	1	-14%	-2.0%	2	-7%	-1	-11
COc1cc(NC(=O)CCS(=O)(=O)c2nc(-c3ccc4c(c3)OCO4)cc(C(F)(F)F)n2)cc(OC)c1OC	4	-2%	10	-6%	11%	2	-4%	-8	10
COC(=O)[C@H](CC(C)C)NC(=O)CCc1nnc(COc2ccccc2)o1	-1	-6%	6	?	-4.1%	2	0%	-2	0
C[C@@H]1CCC[C@H](C)N1Cc1nc(Cc2ccccc2Cl)no1	1	-3%	3	1%	0.6%	0	-3%	-2	-12
COc1ccc(S(=O)(=O)NCCC(=O)NCc2ccccc2)cc1	2	-6%	3	0%	0.1%	0	-2%	-13	-1
O=C(NCC1COc2ccccc2O1)c1cccc(S(=O)(=O)N2CCCCC2)c1 (configuration not stated)	-3	0%	-3	-2%	2.8%	7	-1%	5	-6
Cc1ccc(N2CC(C(=O)Nc3ccc(S(=O)(=O)Nc4nccs4)cc3)CC2=O)cc1C (configuration not stated)	1	-4%	1	3%	1.1%	3	-2%	-4	8
Cc1nc([N+](=O)[O-])cn1CC(=O)c1ccc(Br)cc1	8	0%	4	6%	-0.1%	5	-3%	nt	12
COc1cc(/C=C/C(=O)O)cc(S(=O)(=O)Nc2ccc(F)cc2)c1OC	3	0%	0	3%	1.4%	3	0%	-9	-16
O=C(Nc1ccc(Cl)cc1)Nc1nnc(SCc2ccccc2)s1	-6	1%	-3	-11%	1.2%	4	-2%	6	-20

A section taken from the entries so far:
SMILES	D1 PAM	Vif-APOBEC3G blk	D2 PAM	Vif-APOBEC3F blk	RXFP1 agonist	D1 agonist	GRP78 ERSR act	RXFP1 antag	D1 antag
COc1ccc(NC(=O)C(C)NS(=O)(=O)c2ccc(NC(C)=O)cc2)cc1Cl (configuration not stated)	-5	-3%	10	-7%	-0.5%	-1	0%	-13	-2
COCC(C)NC(C(=O)Nc1ccc(Cl)c([N+](=O)[O-])c1)c1ccccc1 (configuration not stated)	-4	1%	13	-4%	0.3%	0	-3%	-4	-25
COc1ccc(-n2nnc3c(=O)n(CC(=O)NCC4CCCO4)cnc32)cc1 (configuration not stated)	-1	2%	6	1%	11µM*	3	-4%	4	-3

(list continues)
SMILES	D1 PAM	Vif-APOBEC3G blk	D2 PAM	Vif-APOBEC3F blk	RXFP1 agonist	D1 agonist	GRP78 ERSR act	RXFP1 antag	D1 antag
CCCc1nn2c(N)c(/C=C3\C=Nc4ccccc43)c(=O)nc2s1	0&2	-2%&0%	2&19	17%&-8%	1.1%&5.1%	0&-1	-3%&-3%	0	7&-2
COC(=O)c1ccc(/C=N/NC(=O)CCSc2nc3ccccc3s2)cc1	-7	nt	-2	nt	2.3%	2	nt	nt	2
COc1ccc(-c2cc(=O)[nH]c3ccccc23)cc1	-5	-4%	0	2%	1.8%	3	-5%	-6	-6
N#CCc1ccc(NC(=O)c2ccccc2C(=O)Nc2ccc(CC#N)cc2)cc1	-4	-8%	-10	1%	-0.4%	4	2%	-8	4
CSc1ccccc1OCc1cc(C(=O)N(Cc2nccn2C)C(C)C)no1	-6	2%	1	6%	1.3%	1	4%	-4	0
COc1ccc2[nH]cc(C(=O)CN3CCCCC3C)c2c1 (configuration not stated)	-1	nt	8	nt	-0.1%	6	nt	nt	12
Cc1ccc(-n2c(SCC(=O)NCC3CCCO3)nnc2-c2ccoc2C)cc1 (configuration not stated)	0	2%	7	nt	0.4%	-1	-2%	-2	1
CCCCOC(=O)Nc1ccc(N(C)C)cc1	3	-1%	-3	-2%	0.0%	1	-5%	-1	0
O=C(NCCc1csc(-c2cccnc2)n1)c1ccco1	-1	1%	6	0%	-0.9%	2	-5%	5	10
CC(=O)Nc1ccc(NC(=O)C2CCCN2C(=O)NCc2ccccc2)cc1 (configuration not stated)	-4	-1%	-8	1%	-5.8%	1	-2%	4	-1
CCOc1ccc(C(=O)N2CCCC(c3nc(-c4ccc(C)o4)no3)C2)cc1 (configuration not stated)	-6	7%	20	1%	0.3%	0	-1%	-12	10
CCc1ccccc1NC(=O)C(CC)Oc1ccccc1-c1nnc(-c2ccccc2)o1 (configuration not stated)	-9	-3%	7	-5%	0.7%	10	-1%	nt	-5
COC(=O)Cc1c[nH]c2ccc(OCC(O)CNC(C)C)cc12 (configuration not stated)	2	0%	9	-3%	0.0%	4	-3%	-3	-3
O=C(Nc1nnc(C2CC2)s1)c1ccc(S(=O)(=O)c2ccccc2)cc1	-3	1%	-1	-10%	-0.6%	4	-2%	-5	9
COc1cccc(S(=O)(=O)NCc2ccc(C(=O)Nc3ccc(C)cc3)cc2)c1	-8	-3%	6	0%	0.2%	5	-1%	-9	-3
CCOC(=O)CN(C(=O)CNC(=O)c1cccs1)C(C(=O)NC1CCCC1)c1cccnc1 (configuration not stated)	0	-1%	5	-18%	-0.6%	3	-3%	7	6
O=C(O)CCCN1C(=O)c2ccccc2Sc2ncccc21	-4	-2%	-4	1%	3.8%	1	-3%	-3	-6
CCN1C(=O)c2ccc(C(=O)Nc3nccs3)cc2C1=O	-7	0%	0	3%	0.4%	1	-6%	6	0
O=P(c1ccccc1)(c1ccccc1)C(c1ccco1)N1CCOCC1 (configuration not stated)	-6	-13%	-6	-1%	1.4%	4	-2%	12	-18
CCOc1cc(C(=O)Nc2c3c(nn2C(C)(C)C)CS(=O)C3)cc(OCC)c1OCC (configuration not stated)	0	-1%	12	1%	3.6%	0	-4%	3	5
COCCn1c(=NC(=O)c2ccc3c(c2)OCO3)c(C#N)cc2c(=O)n3cccc(C)c3nc21	3	nt	-2	nt	1.2%	2	nt	nt	-11
O=C(c1ccc(F)cc1)N1CCN(c2ccc([N+](=O)[O-])c(N3CCOCC3)c2)CC1	-4	-1%	-1	5%	-0.6%	2	-4%	-2	-8
CC(C)C[C@H](NC(=O)c1cc2cc(Cl)ccc2n1C)C(=O)N1CCC(C(=O)O)CC1	-6	-13%	-7	-4%	2.2%	1	-10%	-11	10
CC(C)CC(C(=O)OCC(=O)Nc1cccc(Cl)c1)N1C(=O)C2CC=CCC2C1=O (configuration not stated)	-5	1%	-10	0%	0.8%	4	0%	3	1
COc1ccc(OC)c(CNc2ccc3c(c2)CCC3)c1	0	-12%	1	11%	9.4%	6	5%	-8	6
COc1cc(NC(=O)c2cc(-c3ccccc3)nc3c2cnn3C(C)C)cc(OC)c1OC	nt	-12%	nt	1%	nt	nt	-6%	6	nt
CCN(CC)c1ccc(C(=O)NCc2ccc3c(c2)CCN3C(C)=O)cc1	0	-6%	-1	-8%	-1.4%	-1	-3%	1	15
CCOC(=O)N1CCN(C(=O)C2CCCN(c3ncnc4c3sc3cccc(F)c34)C2)CC1 (configuration not stated)	nt	-7%	nt	15%	nt	nt	2%	-3	nt
CN(Cc1ccccc1)C(=O)c1ccc(NC(=O)c2ccccc2)cc1	4	1%	37*	-9%	-3.9%	0	-4%	-7	-5
Cc1cc(F)ccc1NC(=O)CCS(=O)(=O)c1cccc2nsnc12	2	-4%	11	-14%	0.3%	0	-2%	nt	-11
CN(Cc1cccnc1)C(=O)CCCc1c[nH]c2ccccc12	-7	-5%	-1	12%	-2.6%	-2	0%	-1	-7
COc1ccc(-c2ccc(-c3noc(-c4ccccc4C)n3)c(OC)n2)cc1	2	0%	0	-3%	3.1%	3	-2%	-15	14
O=C(COc1ccc(F)cc1Br)NCc1nnc2ccccn12	nt	-1%	nt	-7%	nt	nt	-2%	-5	nt
CC(=O)Nc1ccc(OCC(O)CN2CCN(c3ccc(C)c(Cl)c3)CC2)cc1 (configuration not stated)	-8	1%	10	-2%	1.7%	20	-4%	-14	-21
CS(=O)(=O)N1CCN(C(=O)c2ccc3c(c2)OCCO3)CC1	3	1%	3	1%	0.0%	-1	-5%	2	-1
CC(=O)Nc1ccc(S(=O)(=O)NC2C3(C)CCC(C3)C2(C)C)cc1 (configuration not stated)	2	0%	-2	1%	-1.9%	7	-3%	-1	3
COc1ccc(C(=O)Oc2cc(N)n(S(=O)(=O)c3ccc(C)cc3)n2)cc1	17	3%	7	8%	0.2%	3	-7%	-1	13
